Source: PubChem (several laboratories)
HTR5A inv ctr: HTR5A inverse agonists in luminescence cell assay, primary screen, counter-screen for OPRM1-OPRD1 heterodimer inverse agonist project, full-deck HTS. HTR5A cell line, inverse agonism. AID 504634, 2011. 5-hydroxytryptamine receptor 5A (Homo sapiens), P47898. inhibition, % at 9.3 µM. 340,000 compounds, 0.083% hits; in the data active means inhibition mostly above about 23%, no sharp cut-off; inactive means mostly below about 18%;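 further: 0% = cells with DMSO and 100% = no-cell wells with DMSO; some compounds called inactive have numbers as strong as hits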
Target sequence (P47898 whole entry, looked up): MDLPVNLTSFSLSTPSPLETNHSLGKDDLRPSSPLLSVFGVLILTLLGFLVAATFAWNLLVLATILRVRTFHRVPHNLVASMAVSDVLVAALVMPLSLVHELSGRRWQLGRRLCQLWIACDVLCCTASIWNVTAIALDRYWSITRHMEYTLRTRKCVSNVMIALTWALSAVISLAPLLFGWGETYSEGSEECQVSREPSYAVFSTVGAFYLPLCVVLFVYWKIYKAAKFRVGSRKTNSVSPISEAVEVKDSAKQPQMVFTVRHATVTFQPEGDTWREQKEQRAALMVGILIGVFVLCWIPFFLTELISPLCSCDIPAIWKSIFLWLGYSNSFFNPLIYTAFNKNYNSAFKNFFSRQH
V-ATPase pH: regulators of yeast V-ATPase proton pumping, primary screen, pHLuorin cytosolic pH fluorescence | S. cerevisiae | response, % at 10 µM | 350,000 compounds, 0.37% hits | AID 504577, 2011; in the data active means response mostly above about 7.3%, no sharp cut-off; inactive means mostly below about 5.4%; further: actives read high; inactives centre near 0; some compounds called inactive have numbers as strong as hits; reference of the scale not given here
HTR5A ag: HTR5A agonists in luminescence cell assay, primary screen, counter-screen for OPRM1-OPRD1 heterodimer agonist project, full-deck HTS; 340,000 compounds, 0.61% hits; 5-hydroxytryptamine receptor 5A (Homo sapiens), P47898; activation, % at 9.3 µM; cell-based; in the data active means activation mostly above about 9.5%, no sharp cut-off; inactive means mostly below about 7.6%;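 further: 0% = cells with vehicle only and 100% = reference agonist; strong numbers were not always called active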
DAGLB inh: DAGLB lipase inhibitors, primary screen, biochemical, fluorescence, HTS; HEK293T DAGLB membrane lysate, EnzChek fluorogenic substrate; inhibition, % at 5.17 µM; Diacylglycerol lipase-beta (Homo sapiens), Q8NCG7; 340,000 compounds, 0.059% hits; in the data active means inhibition above about 34%;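 further: 0% = enzyme with vehicle and 100% = wells lacking enzyme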
Target sequence (Q8NCG7 whole entry, looked up): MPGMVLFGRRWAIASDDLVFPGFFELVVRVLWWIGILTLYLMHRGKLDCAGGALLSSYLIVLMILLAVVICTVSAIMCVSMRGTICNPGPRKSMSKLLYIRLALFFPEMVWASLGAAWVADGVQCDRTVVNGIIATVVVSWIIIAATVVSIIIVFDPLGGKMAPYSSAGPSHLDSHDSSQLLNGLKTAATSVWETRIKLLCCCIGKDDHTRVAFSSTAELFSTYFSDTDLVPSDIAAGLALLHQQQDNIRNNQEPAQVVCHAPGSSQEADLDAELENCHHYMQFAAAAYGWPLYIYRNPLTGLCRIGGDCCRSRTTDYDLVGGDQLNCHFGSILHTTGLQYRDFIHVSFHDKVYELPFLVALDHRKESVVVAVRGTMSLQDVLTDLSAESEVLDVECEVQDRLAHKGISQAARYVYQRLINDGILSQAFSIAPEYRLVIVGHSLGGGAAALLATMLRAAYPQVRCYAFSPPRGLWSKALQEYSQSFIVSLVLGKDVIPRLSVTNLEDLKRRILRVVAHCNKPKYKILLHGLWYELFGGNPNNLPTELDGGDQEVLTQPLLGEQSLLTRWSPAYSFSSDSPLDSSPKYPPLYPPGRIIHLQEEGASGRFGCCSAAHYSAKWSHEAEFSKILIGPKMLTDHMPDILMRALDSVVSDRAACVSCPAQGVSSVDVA
OPRM1-OPRD1 inv: inverse agonists of MOR-DOR heterodimerization, primary screen, cell-based, luminescence. 340,000 compounds, 0.21% hits. Mu-type opioid receptor (Homo sapiens) + Delta-type opioid receptor (Homo sapiens), …. AID 504357, 2011. cell-based MOR-DOR heterodimer luminescence, inverse agonism. inhibition, % at 9.3 µM; in the data active means inhibition above about 22%, passing the limit was not always enough;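 further: 0% = cells with DMSO and 100% = wells without cells with DMSO; values of inactives mirror those of a sister screen read the other way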
PKA-R1A act: activators of PKA-R1A holoenzyme, primary screen, biochemical, fluorescence polarization, Cy5-IP20, bovine R1A, mouse PKAc; cAMP-dependent protein kinase type I-alpha regulatory subunit (Bos taurus) + …; 340,000 compounds, 0.083% hits; PKA-R1A dissociation; scaled: DMSO 0%, 113 µM cGMP 100%; activation, % at 11.4 µM;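 active means percent activation above the mean of all tested compounds plus 3 SD, cut at about 19% in these data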;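 further: higher means more PKAc released from R1A so a rise in polarization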
DSG3 Ab inh: inhibitors of pemphigus antibody binding to DSG3, primary screen, biochemical, bead-based, flow cytometry, scFv-GFP | Desmoglein-3 (Homo sapiens), P32926 | DSG3-coupled beads, scFv-anti-DSG3-GFP binding; hits give low values | binding (percent of control), % at 10 µM | 310,000 compounds, 0.48% hits | AID 588358, 2011;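 active means binding more than 3 SD below its plate's average and above zero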;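 further: hits lower antibody fragment binding to DSG3; some compounds called inactive have numbers as strong as hits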
PKA-R2B activ: activators of PKA-R2B holoenzyme, primary screen, biochemical, fluorescence polarization, Cy5-IP20, human; cAMP-dependent protein kinase catalytic subunit beta (Homo sapiens) + cAMP-dependent …; PKA-R2B holoenzyme dissociation; R2B truncated from residue 108, S112A mutant; 0% DMSO only, 100% 113 µM cGMP; activation, % at 11.4 µM; 340,000 compounds, 0.079% hits; AID 504700, 2011;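 active means activation above a cutoff set at the mean over all compounds plus 3 SD, cut at about 18% in these data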;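 further: higher means more holoenzyme dissociation and a rise in polarization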
Arrestin-AP2 inh: inhibitors of beta-arrestin/AP2 binding, primary screen, biochemical, GPCR trafficking, flow cytometry. beta-arrestin 1 C-terminal peptide binding to AP2 beta2-adaptin appendage (human). FITC-arrestin peptide / GST-AP2 beads; AP2 beta2 appendage carries R879A mutation. inhibition, % at 10 µM. 340,000 compounds, 0.31% hits. AID 504490, 2011;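 active means inhibition above a set limit, near 3 SD of compounds lacking own fluorescence, cut at about 54% in these data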;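 further: plate controls were DMSO wells for no effect and 5 µM unlabelled arrestin peptide for full effect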
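System: GST-AP2 R879A glutathione beads. Medium: PBS with 0.05% Tween 20 and 0.1% BSA. Also added: FITC-arrestin peptide, 50 nM. Incubation: 12 min plus 1 h, RT. Measured by: high-throughput flow cytometry of beads, ex 488, em 535 nm. Evaluation: percent drop in bead-associated FITC signal.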
MOR-DOR ag: agonists of OPRM1-OPRD1 heterodimerization, primary screen, cell-based, luminescence | Mu-type opioid receptor (Homo sapiens) + Delta-type opioid receptor (Homo sapiens), … | cells | activation, % at 9.3 µM | 340,000 compounds, 0.3% hits | AID 504326, 2011; in the data active means activation above about 18%;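 further: 0% = vehicle-treated cells and 100% = reference agonist; values of inactives mirror those of a sister screen read the other way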
* marks the source's active call; other numbers are inactive results; · = not tested or not shown. An unsorted share of the library; 2.4% or so of the library scored in one or more.

SMILES	HTR5A inv ctr	V-ATPase pH	HTR5A ag	DAGLB inh	OPRM1-OPRD1 inv	PKA-R1A act	DSG3 Ab inh	PKA-R2B activ	Arrestin-AP2 inh	MOR-DOR ag
C=CCC[C@@H](Cc1ccc(F)cc1)C(=O)O[C@H](CNC(=O)[C@@H](CC=C)CC(=O)N[C@H](CO)Cc1ccccc1)c1ccccc1	-1.3	1.1	-1.0	-0.6	17.8	-0.4	105.1	0.3	6.2	-3.2
CCOP(=O)(OCC)c1nc(-c2ccc(Cl)cc2Cl)oc1N1CCOCC1	7.5	-4.8	-2.8	-2.5	19.1	3.6	98.8	-4.5	5.4	-3.6
CCOC(=O)c1c(C)nc2c(c1-c1ccccc1)C(=O)c1ccccc1-2	-51.9	3.9	2.4	-7.9	-18.0	19.8*	97.5	9.8	0.6	3.5
O=C(CN1CCN(c2ccc(F)cc2)CC1)c1ccc(O)cc1O	12.5	2.1	1.3	0.4	12.8	-10.2	100.6	1.6	23.0	-2.5
CC1(C)Cc2cccc(C(=O)Nc3ccc(F)cc3F)c2O1	-1.7	2.2	0.7	-15.2	-10.4	-3.2	·	-9.2	-12.3	2.1
N#Cc1ccc(Cn2c(=O)oc3ccccc32)cc1	-2.4	3.1	0.6	-0.5	15.5	-17.3	101.8	-1.5	7.7	-3.3
O=C(COC(=O)c1ccc(S(=O)(=O)Nc2ccccc2)cc1)NCCN1C(=O)CSC1=O	-15.5	-0.4	5.7	-0.2	10.3	-1.5	·	1.2	2.8	-1.6
CN(C)c1ccc(C(=O)OCC(=O)NCC2CCCO2)cc1 (configuration not stated)	-12.7	-4.2	4.6	0.0	4.5	5.2	96.8	4.9	12.7	-1.0
N#CCC1c2ccccc2CCN1C(=O)Nc1cccc(C(F)(F)F)c1 (configuration not stated)	-1.1	-0.6	4.3	-2.7	-0.4	8.8	92.6	-3.9	-6.8	0.1
COc1ccc(-c2cc(C(=O)N3CCN(c4ncccn4)CC3)c3ccccc3n2)c(OC)c1	4.8	-1.2	2.3	0.8	5.0	-4.8	99.8	-9.6	5.5	-0.9
O=C(COC(=O)c1c(Cl)ccc(Cl)c1Cl)NC1CCS(=O)(=O)C1 (configuration not stated)	-5.8	-3.2	2.1	0.0	7.1	-4.7	105.3	0.7	3.1	-1.4
Cc1ccc(CNC(=O)C(C)OC(=O)c2cccs2)cc1 (configuration not stated)	7.1	4.4	5.5	-1.4	-3.1	-2.3	107.5	1.2	0.2	0.6
CCCc1nnc(SCC(=O)N2CCCC(C)C2)n1CCOC (configuration not stated)	-13.7	-2.6	-2.7	-2.0	8.3	-18.4	97.8	-8.8	38.8	-1.6
Cc1ccc(S(=O)(=O)NC2=NCN(C)CN2)cc1[N+](=O)[O-]	19.0	3.9	3.0	3.4	4.0	9.3	85.9	-7.7	-1.5	-0.8
O=C(NCc1ccccc1)c1ccc(Cl)c(NC2=NC3CS(=O)(=O)CC3S2)c1 (configuration not stated)	-41.5	-3.5	0.2	2.6	8.9	-8.4	95.6	10.8	-5.8	-1.6
CN(CCOc1ccccc1)C(=O)c1ccc(Cl)c(S(=O)(=O)N2CCCCC2)c1	10.0	0.7	-4.7	-3.3	6.1	-5.6	100.2	-6.7	4.7	-1.6
Cc1cccc2sc(N(CCN(C)C)C(=O)c3cc(Cl)sc3Cl)nc12	-9.2	-3.4	2.6	-11.0	-26.3	-10.6	134.3	-11.6	-8.2	4.9
COc1ccc(-c2noc(C3CCCN(C(=O)c4ccc(F)cc4)C3)n2)cc1 (configuration not stated)	-8.2	0.1	-2.1	-4.1	18.4	-5.3	104.3	-13.0	10.8	-3.7
COc1ccc(S(=O)(=O)c2cnc3ccccc3n2)cc1	15.3	-1.7	-5.5	-0.1	12.2	-13.1	96.4	1.8	-2.4	-1.7
O=C(O)[C@H]1CC=C[C@H]2CCN(Cc3ccc(Cl)c(Cl)c3)C(=O)[C@@H]12	1.5	2.1	-0.5	2.4	10.0	-5.9	102.8	3.0	67.0*	-2.0
CSc1ncnc2c1ncn2CCCNCc1ccccn1	·	2.0	·	3.7	·	-8.2	105.7	-0.4	·	·
CC(C)Cn1c(CCNC(=O)c2ccco2)nc2ccccc21	-19.8	1.5	4.2	1.3	13.9	5.5	107.2	-5.0	6.2	-2.8
Cc1cc(C(=O)N(C)C)sc1-c1ccccc1	1.1	3.9	-0.2	-3.6	17.2	1.1	98.6	-1.0	-8.4	-3.4
CSc1ccccc1OCc1cc(C(=O)N(C)C2CCCc3ccccc32)no1 (configuration not stated)	-6.5	3.2	3.9	-6.4	-23.5	-3.7	100.5	-11.3	9.0	4.3
N#CCCOC1(C#CCN2CCCC2)CCCCC1	2.0	0.6	-0.6	0.0	14.2	-0.7	125.5	0.8	4.6	-2.9
Cc1cc(C)c2[nH]c(=O)c(C(c3nnnn3Cc3ccc4c(c3)OCO4)N3CCC(C)CC3)cc2c1 (configuration not stated)	-13.1	-4.2	-1.0	3.2	-0.1	-3.2	117.1	-7.0	-10.8	0.0
COc1cccc(-n2cnnn2)c1	-7.8	4.5	1.6	-2.4	3.5	-9.9	74.5	-2.1	30.1	-0.6
COC(=O)CCCC(=O)Nc1ccc(Cl)c(Cl)c1	-7.8	-0.3	-2.1	-1.2	-1.3	-8.9	100.0	3.3	11.0	0.3
CCNS(=O)(=O)c1ccc(CCC(=O)O)cc1	0.0	0.5	0.2	0.0	1.4	-1.8	99.6	2.9	11.5	-0.3
O=C(CSc1c2c(nc3ccccc13)CCCC2)NCc1ccco1	0.5	1.9	-2.5	0.0	4.4	1.8	99.6	9.7	11.0	-0.6

In a second layout: results already given
compound,HTR5A inv ctr,V-ATPase pH,HTR5A ag,DAGLB inh,OPRM1-OPRD1 inv,PKA-R1A act,DSG3 Ab inh,PKA-R2B activ,Arrestin-AP2 inh,MOR-DOR ag
N#Cc1ccc(Cn2c(=O)oc3ccccc32)cc1,-2.4,3.1,0.6,-0.5,15.5,-17.3,101.8,-1.5,7.7,-3.3
O=C(COC(=O)c1ccc(S(=O)(=O)Nc2ccccc2)cc1)NCCN1C(=O)CSC1=O,-15.5,-0.4,5.7,-0.2,10.3,-1.5,·,1.2,2.8,-1.6
CN(C)c1ccc(C(=O)OCC(=O)NCC2CCCO2)cc1 (configuration not stated),-12.7,-4.2,4.6,0.0,4.5,5.2,96.8,4.9,12.7,-1.0
N#CCC1c2ccccc2CCN1C(=O)Nc1cccc(C(F)(F)F)c1 (configuration not stated),-1.1,-0.6,4.3,-2.7,-0.4,8.8,92.6,-3.9,-6.8,0.1
COc1ccc(-c2cc(C(=O)N3CCN(c4ncccn4)CC3)c3ccccc3n2)c(OC)c1,4.8,-1.2,2.3,0.8,5.0,-4.8,99.8,-9.6,5.5,-0.9
O=C(COC(=O)c1c(Cl)ccc(Cl)c1Cl)NC1CCS(=O)(=O)C1 (configuration not stated),-5.8,-3.2,2.1,0.0,7.1,-4.7,105.3,0.7,3.1,-1.4

Other compounds follow:
SMILES	HTR5A inv ctr	V-ATPase pH	HTR5A ag	DAGLB inh	OPRM1-OPRD1 inv	PKA-R1A act	DSG3 Ab inh	PKA-R2B activ	Arrestin-AP2 inh	MOR-DOR ag
Nc1[nH]c(N=NC(=O)c2ccc(Cl)cc2)c2ccccc12	13.4	-1.4	-5.1	1.5	13.6	-9.6	95.4	1.1	-8.7	-2.7
Cc1ccc2nc(SCC(=O)NCc3ccc(S(N)(=O)=O)cc3)[nH]c2c1	3.0	-2.2	-0.9	-0.7	8.8	-8.2	120.3	-4.7	-10.6	-1.8
CCCNC(=O)CC(NS(=O)(=O)c1ccc(Cl)cc1)c1ccco1 (configuration not stated)	-12.9	0.8	1.2	-0.5	12.5	-2.4	99.1	-2.8	3.4	-3.0
CC(=O)N1N=C(c2ccc(C)o2)CC1c1cccc(F)c1 (configuration not stated)	-6.8	-0.1	2.4	0.6	16.1	6.0	101.2	-2.1	0.1	-2.8
Cc1c(Br)c([N+](=O)[O-])nn1C(C)C(=O)NCc1ccco1 (configuration not stated)	7.5	3.9	4.7	-1.0	19.2	-2.4	83.7	-2.6	6.3	-3.8
CCOC(=O)N1CCN(C(=O)C(C)N(c2ccc(Oc3ccccc3)cc2)S(C)(=O)=O)CC1 (configuration not stated)	-35.1	-0.8	-0.2	3.1	3.5	-8.4	109.7	-9.1	3.6	-0.6
CC(=O)c1ccc(OCC(=O)OC(C)C(=O)NC2CCCCC2)cc1 (configuration not stated)	-21.1	2.9	7.6	-1.1	3.6	11.0	·	0.4	-1.1	-0.9
O=C(Nc1ccccc1F)c1ccc(S(=O)(=O)N2CCCCCC2)cc1	8.9	2.5	-3.6	-6.1	16.4	-7.9	·	-7.3	0.9	-4.2
Nc1c(Cl)cc(Cl)cc1C(=O)OCC(=O)N1CCCC1=O	8.0	1.6	-0.5	0.7	9.5	-7.8	·	-1.8	2.3	-1.5
Cc1cccc2c1-c1sc(C(=O)Nc3nccs3)cc1CO2	-48.1	5.3	18.6	-5.8	-5.2	1.0	101.4	-1.1	1.8	0.9
CC1(C)CC(=O)C=C(c2ccc(-c3ccc(OC(F)(F)F)cc3)cc2)C1=O	·	1.3	·	-5.7	·	2.3	99.5	-1.4	·	·
COc1c(Br)cc(Br)cc1/C=N/NC(=O)c1cccnc1	9.1	-1.6	-2.4	-2.3	7.3	0.0	116.6	-7.7	2.5	-1.5
O=c1[nH]c(SCc2ccccc2)nc2ccsc12	-9.9	-1.2	3.5	3.6	1.3	-5.0	99.9	-5.8	-17.1	-0.2
CC1S/C(=C(\C#N)C(=O)NCc2ccco2)N(Cc2ccco2)C1=O (configuration not stated)	5.2	0.5	-0.7	-1.1	8.1	1.7	117.3	1.2	-3.2	-1.4
